# Pol eta inh – blocks human DNA polymerase eta activity; Q9Y253; recombinant Pol eta, fluorescent DNA replication assay; Potency, µM (highest dose often 114 µM), for the others: top-dose activity change, negative = inhibition, actives largely listed as inhibitors; 1.2% of 390,000 active; AID 588591; also: % is scaled to controls: 0 for no effect and ±100 for the full control effect
#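 Fluorescent replication assay: 50 nM final substrate added after a 15 min room-temperature compound preincubation with 10 nM enzyme. Signal taken at 0 min and again at 10 min.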
# JMJD2A Tudor – JMJD2A Tudor domain (human) inhibition | O75164 | AlphaScreen JMJD2A-Tudor / H3K4me3 peptide binding | Potency, µM (highest dose often 114 µM), for the others: at the highest dose activity change, negative = inhibition, most hits filed as inhibitors | 4.4% of 390,000 active | AID 504339; also: % is scaled to controls: 0 for no effect and ±100 for the full control effect; nearly all actives have a fitted effect of over 50% in size
# POLB inh – inhibitors of human DNA polymerase beta; Pol beta primer extension/strand displacement, fluorescence kinetic; Potency, µM (highest dose often 114 µM), for inactives: at the highest dose activity change, negative = inhibition, actives largely listed as inhibitors; 1.3% of 340,000 active; AID 485314; also: % is scaled to controls: 0 for no effect and ±100 for the full control effect
#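 Pol beta (10 nM) and compounds were preincubated 15 min at room temperature, then 50 nM substrate (final) started primer extension/strand displacement. Reads were taken at 0 and 10 min; concentration-response data were fitted to a four-parameter Hill equation.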
# Pol kappa inh – blocks human DNA polymerase kappa activity. Q9UBT6. purified Pol kappa, fluorescent DNA synthesis assay, 10 min. Potency, µM (titrated, usually from 107 µM), for inactives: top-dose activity, negative = inhibition, actives largely listed as inhibitors. 0.53% of 400,000 active; also: % is scaled to controls: 0 for no effect and ±100 for the full control effect
#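 First, compounds were pin-transferred onto 10 nM Pol kappa. After 15 min at room temperature, substrate was added to 50 nM final. Fluorescence was then measured kinetically at 0 and 10 min.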
# BAZ2B block – inhibitors of human BAZ2B bromodomain. 4.4% of 360,000 active. AlphaScreen BAZ2B-H3K14Ac peptide displacement. Q9UIF8. Potency, µM (titrated, usually from 114 µM), inactives show at the highest dose activity change, negative = inhibition, usual class: inhibitors. AID 504333; also: % is scaled to controls: 0 for no effect and ±100 for the full control effect; nearly all actives have a fitted effect of over 60% in size
#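 AlphaScreen luminescence quantifies BAZ2B engagement of H3K14Ac peptide; the protein and biotinylated peptide are both at 50 nM final, buffer PBS pH 7.4 with 0.01% Tween-20, all steps at room temperature.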
# Pol iota inh – inhibitors of human DNA polymerase iota; Potency, µM (highest dose often 115 µM), inactives show at the highest dose activity, negative = inhibition, hits mostly inhibitors; 1% of 390,000 active; Q9UNA4; Pol iota fluorescent replication assay, 10 min; AID 588590
#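 Pol iota at 10 nM preincubated 15 min with compounds at room temperature; reaction started with fluorescent substrate, 50 nM final. Fluorescence read kinetically at 0 and 10 min; buffer-only wells as negative control.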
# G9a block – inhibitors of human histone lysine methyltransferase G9a | G9a H3K9 monomethylation, AlphaScreen, 2 h | Potency, µM (series often up to 102 µM), for the others: at the top dose activity, negative = inhibition, most hits filed as inhibitors | 8.8% of 350,000 active | AID 504332; also: % is scaled to controls: 0 for no effect and ±100 for the full control effect; nearly all actives have a fitted effect of over 75% in size
# Target sequence (Q96KQ7 913-1193 limits assumed): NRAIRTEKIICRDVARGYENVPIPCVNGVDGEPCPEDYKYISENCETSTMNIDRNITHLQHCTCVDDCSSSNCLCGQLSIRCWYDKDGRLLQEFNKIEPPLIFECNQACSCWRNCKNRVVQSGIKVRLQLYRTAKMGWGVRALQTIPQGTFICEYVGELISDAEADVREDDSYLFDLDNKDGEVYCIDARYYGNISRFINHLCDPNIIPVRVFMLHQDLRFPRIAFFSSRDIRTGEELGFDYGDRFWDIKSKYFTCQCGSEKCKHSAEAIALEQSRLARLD
#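 Chemiluminescent proximity detection of H3K9 monomethylation, read after 10 min bead incubation in the dark. Reaction: 20 nM G9a, 500 nM biotin-H3K9 peptide, 20 uM SAM cofactor, 2 h, room temperature, following 15 min enzyme-compound preincubation.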
# APE1 inh – blocks human APE1 abasic DNA cleavage | recombinant APE1, TAMRA/BHQ-2 abasic DNA cleavage fluorescence | Potency, µM (doses to about 65.8 µM), inactives show at the highest dose activity change, negative = inhibition, actives largely listed as inhibitors | 0.35% of 350,000 active;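 also: plate controls were vehicle for no effect and reference inhibitor for full effect; nearly all actives have a fitted effect of over 55% in size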
# Target sequence (P27695 whole entry, looked up): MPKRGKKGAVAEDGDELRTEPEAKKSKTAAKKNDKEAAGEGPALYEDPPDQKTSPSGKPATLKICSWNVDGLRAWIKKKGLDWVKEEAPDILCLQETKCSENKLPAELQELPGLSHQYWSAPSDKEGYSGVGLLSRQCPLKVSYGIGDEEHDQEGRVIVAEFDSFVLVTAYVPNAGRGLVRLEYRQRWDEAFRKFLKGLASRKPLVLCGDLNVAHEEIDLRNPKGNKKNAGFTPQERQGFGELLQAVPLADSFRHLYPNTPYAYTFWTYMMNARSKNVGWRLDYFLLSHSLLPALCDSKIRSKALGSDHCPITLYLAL
#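 Substrate: short duplex with […] THF abasic site, 5'-TAMRA and 3'-BHQ-2, 50 nM final. APE1 at 0.75 nM, preincubated 15 min RT with compound. Fluorescence increase from first to third read measured activity.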
# BLM inh – Bloom syndrome helicase (human) inhibition | Potency, µM (series often up to 56.1 µM), for the others: at the highest dose activity change, negative = inhibition, actives largely listed as inhibitors | 0.2% of 350,000 active | recombinant BLM DNA unwinding, fluorescence dequenching | P54132;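 also: plate controls were vehicle for no effect and no enzyme for full effect; nearly all actives have a fitted effect of over 35% in size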
# Starred values were filed as active, the others as inactive; ? = inconclusive; nt = no result given; & = joins results of further samples; [ ] = dose if it differs, or a comment. Calls follow the shape of the dose curve; as a rule, active = well fitted curve in the direction sought with a large enough effect; inconclusive = small, poorly fitted or top-dose-only effect, or another doubt; inactive = no such curve, though single readings can be large; an effect the other way counts as inactive or inconclusive. Potency is read from the fitted curve at half-maximal effect. The list is partial; rates above refer to the full screens.
(1) O=C1NC(=O)C(CCc2ccncc2)(CCc2ccncc2)C(=O)N1CCc1ccccc1
(2) CCOC(=O)c1ccc2[nH]c(-c3ccc(S(=O)(=O)F)cc3)cc(=O)c2c1
(3) COc1ccc(CCNC(=O)c2ccc3c(c2)CCN3S(=O)(=O)c2ccc(C)cc2)cc1OC
(4) CCCCn1c(O)c(C(C)=NCc2ccc3c(c2)OCO3)c(=O)[nH]c1=O
(5) C[N+]1(C)C2CC(OC(=O)C(CO)c3ccccc3)CC1C1OC12 (stereo unspecified)
(6) O=C(COc1ccc(Br)cc1)N1CCN(Cc2ccc3c(c2)OCO3)CC1

Compound	1	2	3	4	5	6
Pol eta inh	-15.6%	0.2%	-17.0%	-17.5%	0.9%	-8.5%
JMJD2A Tudor	-10.6%	-9.2%	-27.4%	89.1µM*	-7.2%	8.91µM*
POLB inh	5.1%	-27.6%	3.7%	-13.8%	11.0%&2.7%[57.1 µM]	34.3%
Pol kappa inh	-0.3%	11.9%	0.0%	3.0%	-14.1%	-5.6%
BAZ2B block	-4.7%	?	-16.7%	0.6%	11.4%	50.1µM*
Pol iota inh	42.8%[activator]	?	-1.1%	81.4%[activator]	10.9%	-11.2%
G9a block	nt	-31.9%[2.33 µM]	5.01µM*	nt	4.4%[12.7 µM]	nt
APE1 inh	0.5%	?	nt	0.7%	19.3%&1.3%&-2.8%&0.8%	3.8%
BLM inh	-0.4%	-9.0%	-1.2%	-1.6%	4.6%	-4.4%

(7) CCCCNc1ccncc1S(=O)(=O)NC(=O)NC(C)C
(8) CCOC(=O)c1ccc2c(c1)N(C)C(=O)c1ccccc1S2
(9) CCC(=O)c1c(O)n(C2CCCCCC2)c(=O)[nH]c1=O
(10) CN1c2ccccc2C(NCCCCCCC(=O)O)c2ccc(Cl)cc2S1(=O)=O (stereo unspecified)
(11) COc1ccc(NC(=O)CN2C(=O)C(C)N=C(c3ccccc3F)c3cc(Cl)ccc32)c(OC)c1 (stereo unspecified)
(12) COc1ccc(CCn2c(O)c(C=NCc3cccnc3)c(=O)[nH]c2=O)cc1OC

Compound	7	8	9	10	11	12
Pol eta inh	-14.4%	-12.3%	3.5%	nt	-2.1%	-7.2%
JMJD2A Tudor	-23.7%	-2.0%	?	nt	-33.3%	2.3%[11.4 µM]
POLB inh	-7.6%	25.3%	-4.6%	nt	-0.9%	-2.3%
Pol kappa inh	-6.2%	8.1%	-7.0%	-3.8%[60.1 µM]	-7.5%[60.1 µM]	-9.2%
BAZ2B block	0.5%	-2.4%	-28.8%	nt	-33.8%	-3.2%
Pol iota inh	-10.8%	17.1%	?	nt	-2.0%	?
G9a block	-12.9%[59 µM]	?	?	-1.6%[12.7 µM]	-30.9%[59 µM]	8.8%[12.7 µM]
APE1 inh	-0.5%	-3.1%	5.8%	-8.2%	nt	4.3%
BLM inh	2.6%	-5.1%	-0.7%	-4.0%	-8.3%	1.7%

(13) CC1CCN(C(=O)CCl)CC1
(14) CCCN(CCC)[C@H]1CCc2c(F)ccc(O)c2C1
(15) O=c1[nH]c(=S)n(Cc2ccc(F)cc2)c(O)c1C=NCc1cccnc1
(16) O=C(N/N=C/c1c(O)n(Cc2ccc(F)cc2)c(=S)[nH]c1=O)c1ccncc1
(17) O=[N+]([O-])c1cccc2c([N+](=O)[O-])cccc12
(18) c1ccc(C2NCCc3[nH]cnc32)cc1 (stereo unspecified)

Compound	13	14	15	16	17	18
Pol eta inh	-2.7%	-4.4%[57.1 µM]	-14.1%	-18.4%	-7.0%	-13.3%
JMJD2A Tudor	-11.0%	nt	-6.7%	100µM*	-11.7%	-6.5%
POLB inh	95.9%	25.5%[57.1 µM]	5.4%	2.2%	nt	14.5%
Pol kappa inh	-24.8%	-5.2%[60.1 µM]	-14.7%	-28.2%	-25.0%	-6.3%
BAZ2B block	0.1%	nt	6.0%	79.4µM*	?	-3.5%
Pol iota inh	-4.6%	13.6%[58.9 µM]	-0.8%	26.5%	-0.5%	26.1%
G9a block	-8.9%	50.1µM*	2.2%[59 µM]	nt	2.6%[0.501 µM]	3.2%
APE1 inh	-9.4%	?	2.7%	8.2%	-2.4%&2.3%	45.3%[activator]
BLM inh	0.2%	nt	-6.9%	-5.1%	nt	-2.2%

# Full records as entered above. Order of screens: Pol eta inh, JMJD2A Tudor, POLB inh, Pol kappa inh, BAZ2B block, Pol iota inh, G9a block, APE1 inh, BLM inh
# Entry for c1ccc(C2NCCc3[nH]cnc32)cc1 (stereo unspecified) → -13.3%, -6.5%, 14.5%, -6.3%, -3.5%, 26.1%, 3.2%, 45.3%[activator], -2.2%
# Entry for O=C(N/N=C/c1c(O)n(Cc2ccc(F)cc2)c(=S)[nH]c1=O)c1ccncc1 → -18.4%, 100µM*, 2.2%, -28.2%, 79.4µM*, 26.5%, nt, 8.2%, -5.1%
# Entry for O=c1[nH]c(=S)n(Cc2ccc(F)cc2)c(O)c1C=NCc1cccnc1 → -14.1%, -6.7%, 5.4%, -14.7%, 6.0%, -0.8%, 2.2%[59 µM], 2.7%, -6.9%
# Entry for O=[N+]([O-])c1cccc2c([N+](=O)[O-])cccc12 → -7.0%, -11.7%, nt, -25.0%, ?, -0.5%, 2.6%[0.501 µM], -2.4%&2.3%, nt

# More compounds:
(19) Cc1cccc(Cn2cccc(C(=O)Nc3nnc(C)s3)c2=O)c1
(20) Cc1cc(C)n(C(=O)c2ccc([N+](=O)[O-])cc2[N+](=O)[O-])n1
(21) O=C1NC(=O)C2(Cc3ccccc3N3CCOCC32)C(=O)N1c1ccccc1 (stereo unspecified)
(22) Cc1ccc(S(=O)(=O)N2CCN(C(=O)COC(=O)Cc3ccccc3)CC2)c(C)c1
(23) COc1ccc(-n2nc(C(=O)NCC(=O)N3CCC4(CC3)OCCO4)c3ccccc3c2=O)cc1
(24) O=C(c1ccncc1)C12CN3CN(CN(C3)C1)C2
(25) CCOc1ccc(N=Cc2c(O)n(Cc3ccccc3)c(=S)[nH]c2=O)cc1

Compound	19	20	21	22	23	24	25
Pol eta inh	3.6%	-20.2%	8.0%	-4.7%	10.1%	8.5%	-8.2%
JMJD2A Tudor	-6.8%	-16.7%	-14.1%	-10.2%	0.7%	7.3%	-19.4%
POLB inh	-22.1%	-2.5%	0.8%	nt	52.4%	-10.7%	32.8%
Pol kappa inh	-8.3%[60.1 µM]	4.8%	-0.6%	2.5%	1.4%	-6.2%	-1.3%
BAZ2B block	-15.6%	?	-0.3%	10.5%	7.8%	4.5%	-1.1%
Pol iota inh	-9.1%	2.7%	17.8%	4.2%	122.2%[activator]	-12.9%[58.9 µM]	148.9%[activator]
G9a block	?	-4.8%[59 µM]	-3.9%	-1.8%	-1.2%	14.8%[59 µM]	nt
APE1 inh	nt	2.2%	8.2%	6.5%	-4.4%	0.4%	18.4%
BLM inh	0.1%	0.6%	-4.6%	nt	2.1%	-4.1%	-0.6%

# Screening results: PubChem, National Center for Advancing Translational Sciences (NCATS)
